# Compound activity deposited in PubChem BioAssay by National Center for Advancing Translational Sciences (NCATS).
# AID inh – activation induced cytidine deaminase inhibition. 91,000 tested, 0.32% active. Potency, µM (doses to about 115 µM), for inactives: at the top dose activity change, negative = inhibition, most hits filed as inhibitors. AID deamination FRET fluorescence, UDG-coupled, 4 h; further: nearly all actives have a fitted effect of over 25% in size
# Target sequence (Q9GZX7 whole entry, looked up): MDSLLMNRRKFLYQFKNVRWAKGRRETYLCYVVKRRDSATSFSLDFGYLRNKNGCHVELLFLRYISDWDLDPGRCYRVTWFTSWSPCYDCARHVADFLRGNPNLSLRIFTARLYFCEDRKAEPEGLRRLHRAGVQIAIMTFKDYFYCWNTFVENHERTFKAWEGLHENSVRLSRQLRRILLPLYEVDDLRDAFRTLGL
# UDG counter – blocks uracil-DNA glycosylase in AID counter-screen; FRET deamination/UDG coupled assay, UDG read, 4 h; Potency, µM (top dose mostly 115 µM), for inactives: at the top dose activity change, negative = inhibition, usual class: inhibitors; 91,000 tested, 0.14% active; further: nearly all actives have a fitted effect of over 65% in size
# An asterisk follows results filed as active; ? = inconclusive; [ ] = dose if it differs, or a comment. The call rests on the fitted dose curve; in most records, active means well fitted curve in the direction sought with a large enough effect; inconclusive means small, poorly fitted or top-dose-only effect, or another doubt; inactive means no such curve, though single readings can be large; an effect the other way counts as inactive or inconclusive. On the % scale 0 is the no-effect control and ±100 the full control effect; potency means the concentration at half of the fitted maximal effect. The list is partial, so the mix of outcomes need not match the whole.
O=C(c1cccc(Br)c1)N1CCN(Cc2cc(=O)n3nc(-c4ccccc4)sc3n2)CC1
  AID inh: 10% | UDG counter: 2%[57.5 µM]
CC(Sc1nnc(COc2ccc3c(c2)CCCC3)n1C)C(=O)Nc1ccc2c(c1)OCO2 (stereo not drawn)
  AID inh: -18% | UDG counter: -11%
COC(=O)c1cc(OC)c(OC)cc1NC(=O)c1ccc2c(c1)CCN2S(=O)(=O)c1ccccc1
  AID inh: 5% | UDG counter: 0%
Cc1ccc(-n2c(=O)c3ccc(C(=O)NCc4ccco4)cc3n(CC(=O)Nc3ccccc3C(F)(F)F)c2=O)cc1
  AID inh: -6% | UDG counter: -3%
CCn1cc(C(=O)NCCCOC)c(=O)c2cc(S(=O)(=O)N3CCCC3)ccc21
  AID inh: 6%[57.5 µM] | UDG counter: -2%[57.5 µM]
Cc1ccnc(SCc2ccc(F)cc2)n1
  AID inh: 7% | UDG counter: 3%
O=C(c1ccccc1CSc1nc2ccccc2o1)N1CCCCC1
  AID inh: -12% | UDG counter: -3%
Cc1cc(C)c(S(=O)(=O)NCC2CCC(C(=O)NCCc3ccccc3)CC2)c(C)c1 (stereo not drawn)
  AID inh: 9% | UDG counter: 12%
O=C(Cc1coc2ccc3ccccc3c12)OC[C@@H]1CCCO1
  AID inh: 0% | UDG counter: 3%
CCC(C)NC(=O)c1c(C)oc2nc(C)nc(N3CCOCC3)c12 (stereo not drawn)
  AID inh: 8% | UDG counter: 5%

Cc1nn(Cc2ccccc2)c(C)c1NC(=O)c1cc(C(C)C)on1
  AID inh: 9%[57.5 µM] | UDG counter: -2%[57.5 µM]
Cc1ccc(F)c(NC(=S)NC2CC2)c1
  AID inh: -7% | UDG counter: -3%
Cc1cc(-n2c(C)nc3ccccc3c2=O)ccc1NC(=O)C(F)(F)F
  AID inh: 5% | UDG counter: -25%
CCCCCCCCCCCCS(=O)C(CO)CO (stereo not drawn)
  AID inh: -13% | UDG counter: -4%
O=C(CN1CCC(Cc2ccccc2)CC1)c1c[nH]c2ccccc12
  AID inh: -16% | UDG counter: -7%
Cc1cccc(C(=O)NCCC(=O)NC2CCCC2)c1
  AID inh: -3% | UDG counter: 8%
CC(C)(C)OC(=O)N1CCC(c2c(C(=O)NCCN3CCOCC3)cnn2-c2cccc(Cl)c2)CC1
  AID inh: ? | UDG counter: -28%
CN(C)C(=O)c1ccc(Cl)nc1
  AID inh: 0% | UDG counter: -2%
O=C(NCCc1ccccc1)C1CCN(Cc2cc3ccccc3n2Cc2ccccc2)CC1
  AID inh: -6% | UDG counter: -4%[57.5 µM]
COc1ccc(Nc2nc3ccccc3nc2NS(=O)(=O)c2ccccc2)cc1Cl
  AID inh: 14% | UDG counter: -6%

Cc1ccc2cccc(NC(=O)c3ccc(-c4cccc(Cl)c4)o3)c2n1
  AID inh: 10% | UDG counter: -1%
CCCNC(=O)c1cc(-c2ccc(C)s2)nc2ccccc12
  AID inh: 3% | UDG counter: -3%
CC(C)Nc1nc(C(=O)Nc2ccc3cc[nH]c3c2)cs1
  AID inh: 17% | UDG counter: -7%
COC(=O)c1ccc2c(=O)n(CCc3ccc(S(N)(=O)=O)cc3)c(SCC(=O)C(C)(C)C)nc2c1
  AID inh: -2% | UDG counter: 8%
COC(=O)c1ccc(NC(=O)CN(C)S(=O)(=O)c2ccc3c(c2)CCCC(=O)N3)cc1
  AID inh: 21% | UDG counter: 2%
Clc1ccc(N2CCN(Cc3c[nH]c4ncccc34)CC2)cc1
  AID inh: -2% | UDG counter: 9%
CC1CCC(NC(=O)CSCc2coc(-c3ccc(Cl)cc3)n2)CC1 (stereo not drawn)
  AID inh: -5% | UDG counter: -12%
O=C(C1CC1)N1CCN(c2nc3c(F)cc(F)cc3s2)CC1
  AID inh: -25% | UDG counter: ?
CC(C)N(C(=O)CSc1ccc(F)cc1)c1ccccc1
  AID inh: -10% | UDG counter: -2%
N#Cc1nc(-c2ccc(F)cc2)oc1NC1CCCCC1
  AID inh: -2% | UDG counter: -4%

# Some of these compounds in order of SMILES length, lowest first.
CN(C)C(=O)c1ccc(Cl)nc1
  AID inh: 0% | UDG counter: -2%
CCCCCCCCCCCCS(=O)C(CO)CO (stereo not drawn)
  AID inh: -13% | UDG counter: -4%
Cc1ccc(F)c(NC(=S)NC2CC2)c1
  AID inh: -7% | UDG counter: -3%
Cc1cccc(C(=O)NCCC(=O)NC2CCCC2)c1
  AID inh: -3% | UDG counter: 8%
N#Cc1nc(-c2ccc(F)cc2)oc1NC1CCCCC1
  AID inh: -2% | UDG counter: -4%
CC(C)N(C(=O)CSc1ccc(F)cc1)c1ccccc1
  AID inh: -10% | UDG counter: -2%
CCCNC(=O)c1cc(-c2ccc(C)s2)nc2ccccc12
  AID inh: 3% | UDG counter: -3%
CC(C)Nc1nc(C(=O)Nc2ccc3cc[nH]c3c2)cs1
  AID inh: 17% | UDG counter: -7%
Clc1ccc(N2CCN(Cc3c[nH]c4ncccc34)CC2)cc1
  AID inh: -2% | UDG counter: 9%
O=C(CN1CCC(Cc2ccccc2)CC1)c1c[nH]c2ccccc12
  AID inh: -16% | UDG counter: -7%
CC1CCC(NC(=O)CSCc2coc(-c3ccc(Cl)cc3)n2)CC1 (stereo not drawn)
  AID inh: -5% | UDG counter: -12%
Cc1cc(-n2c(C)nc3ccccc3c2=O)ccc1NC(=O)C(F)(F)F
  AID inh: 5% | UDG counter: -25%

COc1ccc(Nc2nc3ccccc3nc2NS(=O)(=O)c2ccccc2)cc1Cl
  AID inh: 14% | UDG counter: -6%
O=C(NCCc1ccccc1)C1CCN(Cc2cc3ccccc3n2Cc2ccccc2)CC1
  AID inh: -6% | UDG counter: -4%[57.5 µM]
Cc1cc(C)c(S(=O)(=O)NCC2CCC(C(=O)NCCc3ccccc3)CC2)c(C)c1 (stereo not drawn)
  AID inh: 9% | UDG counter: 12%
COC(=O)c1ccc(NC(=O)CN(C)S(=O)(=O)c2ccc3c(c2)CCCC(=O)N3)cc1
  AID inh: 21% | UDG counter: 2%
CC(C)(C)OC(=O)N1CCC(c2c(C(=O)NCCN3CCOCC3)cnn2-c2cccc(Cl)c2)CC1
  AID inh: ? | UDG counter: -28%
COC(=O)c1ccc2c(=O)n(CCc3ccc(S(N)(=O)=O)cc3)c(SCC(=O)C(C)(C)C)nc2c1
  AID inh: -2% | UDG counter: 8%

# Following part.
COc1ccc(NC(=O)CSc2nnc(-c3nonc3NC(C)=O)n2C)cc1Cl
  AID inh: -18% | UDG counter: -4%
Cc1ccc(C2c3[nH]c4ccccc4c3CCN2C(=O)CSc2ccccc2)cc1 (stereo not drawn)
  AID inh: -15% | UDG counter: -7%[57.5 µM]
COC(=O)c1c(-c2ccc(Cl)cc2)noc1N1CCN(c2cc(C)ccc2C)CC1
  AID inh: 4% | UDG counter: -3%
CCc1ccc(C(=O)NCCCNC(=O)c2cc3ccccc3[nH]2)cc1
  AID inh: -11% | UDG counter: -14%
CCOC(=O)c1c(-c2ccccc2)oc2ccc(N(C(C)=O)S(=O)(=O)c3ccc(C)cc3)cc12
  AID inh: -13% | UDG counter: ?
COc1cc(C(=O)NC2CC2)ccc1C
  AID inh: -12% | UDG counter: -9%
CCOC(=O)c1cn(CC(=O)Nc2ccc(OC)cc2OC)nn1
  AID inh: 4% | UDG counter: 17%[57.5 µM]
Nc1ccccc1OCC1CCCO1 (stereo not drawn)
  AID inh: -6% | UDG counter: -4%
COc1ccccc1CNC(=O)CCNS(=O)(=O)c1ccc2c(c1)CCCC(=O)N2
  AID inh: 13% | UDG counter: 11%
Cc1c(CCC(=O)NCc2ccccc2)c(=O)oc2c(C)c(O)ccc12
  AID inh: -5% | UDG counter: -2%

O=C(Nc1ccc2nc[nH]c(=O)c2c1)c1ccc(Cl)cc1Cl
  AID inh: -5% | UDG counter: 2%
O=C(NCCc1c[nH]c2ccccc12)NC12CC3CC(CC(C3)C1)C2
  AID inh: 2% | UDG counter: 3%
CC(=O)Nc1ccc(S(=O)(=O)Nc2nc3ccccc3nc2Nc2ccccc2C)cc1
  AID inh: -4% | UDG counter: 22%
COc1ccc(-n2cc(-c3ccccc3)c3c(NC4CCCCC4)ncnc32)cc1
  AID inh: -18% | UDG counter: -18%[57.5 µM]
CCc1cccc(NC(=O)CCS(=O)(=O)c2cc3c4c(c2)CCN4C(=O)CC3)c1
  AID inh: 5% | UDG counter: 2%
CC(=O)c1ccccc1OCCOC(=O)c1cccc(CS(C)(=O)=O)c1
  AID inh: -15% | UDG counter: -3%
Cc1nc(Cc2nn3c(-c4ccccc4)nnc3s2)cs1
  AID inh: 20% | UDG counter: 2%
CC(=O)N1CCc2cc(Br)cc(S(=O)(=O)CCC(=O)N3CCN(c4ccccc4Cl)CC3)c21
  AID inh: -2% | UDG counter: -18%
COc1ccc(C(=O)N/C(=C\c2cn(S(=O)(=O)N(C)C)c3ccccc23)C(=O)N2CCCC2)cc1
  AID inh: -14% | UDG counter: 2%
O=C(NC1(C(F)(F)F)C(=O)Nc2c1c(=O)[nH]c(=O)n2-c1ccc(F)cc1)c1ccco1 (stereo not drawn)
  AID inh: 7% | UDG counter: 5%

CCCCC(CC)CNC(=S)NCc1ccc(C)cc1 (stereo not drawn)
  AID inh: -13% | UDG counter: -8%
CC1CCC(Nc2ncnc3onc(-c4ccc(Cl)cc4)c23)CC1 (stereo not drawn)
  AID inh: -1% | UDG counter: 8%
COc1ccc(C(C)=O)cc1CSc1nc(NCc2ccccc2)c2ccccc2n1
  AID inh: -17% | UDG counter: -4%[57.5 µM]
C[N+](C)(C)CCC(O)c1ccccc1 (stereo not drawn)
  AID inh: -2% | UDG counter: -1%
CCN(C(=O)C1CCN(c2ncnc3c2nc2n3CCCCC2)CC1)c1cccc(Cl)c1
  AID inh: ? | UDG counter: -9%
CN(C)C(=O)CC(NC(=O)NCc1ccccc1)c1ccccc1 (stereo not drawn)
  AID inh: -6% | UDG counter: -7%
CC12CC3CC(C1)CC(c1ccc(O)cc1)(C3)C2
  AID inh: 2% | UDG counter: 9%
CC(C)c1nc2ccc(C(=O)NCCCN3CCN(c4ccccc4F)CC3)cc2o1
  AID inh: -4% | UDG counter: -7%
Cc1ccc(C(C)C)cc1OCCN
  AID inh: -6% | UDG counter: -5%
COc1cc(/C=C(\C#N)c2ccccc2)c(Br)cc1OCc1ccccc1Cl
  AID inh: -9% | UDG counter: -8%

# Continued:
# Values in the order: AID inh	UDG counter
COc1cc2c(cc1OC)C(COc1ccccc1OC)N(C(=O)c1ccccc1OC)CC2 (stereo not drawn)
→ 37%[activator]	-7%
O=C/C=C/c1cccc([N+](=O)[O-])c1
→ -23%	2%
CC(C)(C)c1ccc(C(=O)Nc2ccccc2F)cc1
→ 0%	1%
Cc1ccc(NC(=O)c2cc(=O)c3ccc(C)c(C)c3o2)cc1C
→ -1%	-3%
CCOc1ccccc1OCCOc1ccc(Cl)c(CC)c1
→ -5%	4%
Cc1cc(C)nc(Nc2nc(C)c3cccc(C)c3n2)n1
→ 6%	17%
Cc1[nH]c2ccc(C(=O)NCCCN3CCCCC3)cc2c1C
→ 5%	62%[activator]
Cc1ccc(CN(C)C(C)C(=O)N(C)CC(=O)Nc2ccccc2C(F)(F)F)cc1 (stereo not drawn)
→ -6%	-10%
Cc1onc(-c2ccccc2Cl)c1C(=O)N1CCN(S(=O)(=O)c2ccc3c(c2)CCC3)CC1
→ -1%	0%
COc1nc(N2CCCC2)nc(-n2nnc(C(C)=O)c2C)n1
→ -9%	8%
CC(C)Cc1nn2c(=O)cc(COC(=O)c3cccc(NC(=O)c4cccs4)c3)nc2s1
→ -1%	-7%
O=C(NC1CCCC1)c1ccc2c(c1)-c1ccccc1C2
→ -4%	-3%
COC(=O)C1=C(C)OC(=O)C1(NC(=O)c1ccccc1)C(F)(F)F (stereo not drawn)
→ 0%	1%
Cc1nn(-c2ccccc2)c(OC(=O)c2ccc(Br)cc2)c1S(=O)(=O)c1ccccc1
→ 28%	-11%
COc1cccc(-c2nnc3sc(CN4CCCCC4)cn23)c1
→ -6%	-15%
Cc1oc2ncnc(N3CCCCC3)c2c1C(=O)NCC1CCN(Cc2ccccc2F)CC1
→ -11%	?
CCOc1ccc(S(=O)(=O)N(CC(=O)NCCc2ccc(OC)c(OC)c2)c2ccccc2)cc1
→ ?	-5%
O=C(NC(=S)NNC(=O)[C@H]1C[C@@H]1c1ccccc1)c1ccc(-c2ccccc2)cc1
→ 2%	3%
COc1ccc(NC(=O)c2cc(=O)c3ccccc3o2)cc1
→ -11%	-2%
CC(C)Cn1c(=O)c2ccccc2n2c(CCC(=O)N3CCN(c4ccccc4F)CC3)nnc12
→ -12%	-7%

# Remaining list, next part:
# Values in the order: AID inh	UDG counter
Cc1ccc(/C=N/N=C(c2ccccc2)c2ccccc2)o1
→ -12%	4%
O=C(CCc1ncc(-c2ccccc2)o1)Nc1nc2ccccc2s1
→ -8%	-2%
COc1ccc(CN(C(=O)c2ccc(OCC(C)C)cc2)C2CCS(=O)(=O)C2)cc1 (stereo not drawn)
→ -15%	-17%
CCOc1ccccc1NC(=O)Cn1c(=O)n(-c2cccc(C)c2)c(=O)c2c1c1cc(OC)ccc1n2C
→ 39%[activator]	9%
Cc1cccc(NC(=O)c2ccc[n+]([O-])c2)n1
→ -4%	-4%
CC(C)OCCCNC(=O)Cn1c(-c2cccs2)cc2cc(F)ccc21
→ -13%	-5%
O=C(O)c1ccccc1-c1cc2ccccc2oc1=O
→ 4%	-5%
CCc1nn2c(=O)c(S(=O)(=O)Nc3cccc(F)c3)c(C)nc2s1
→ 7%	-1%
O=C(Nc1ccccc1)c1cc(=O)[nH]c2ccccc12
→ -1%	12%
